Bioassay records (PubChem)
HT1080NT lethal: kills 2HG-producing HT-1080-NT fibrosarcoma cells; Potency, µM (series often up to 46.1 µM), for inactives: at the highest dose activity, negative = less viability, actives largely listed as cytotoxic; HT-1080-NT fibrosarcoma viability, CellTiter-Glo ATP luminescence, 48 h; 360,000 tested, 1.6% active; AID 686970;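 also: NT is the 2HG producing partner of a matched IDH1 knockdown line; potency is read from the fitted curve at half-maximal effect; 0% = DMSO-treated cells and -100% = media-only wells without cells; nearly all actives have a fitted effect of over 55% in size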
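Fibrosarcoma NT cells, 750 per well in 5% FBS RPMI, were exposed to compound for 48 hours. Viability: CellTiter-Glo luminescence.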
IL-1B inflam inh: inhibitors of inflammasome signaling (IL-1 beta secretion); 360,000 tested, 4.7% active; AID 743279; activity change, % at 57.5 µM; THP-1 LPS/ATP IL-1B secretion, AlphaLISA, 16 h; stronger effect = lower value; in the data active = activity change below about -50%; inconclusive = mostly about -30% to -49%; also: % is scaled to controls: 0 for no effect and ±100 for the full control effect
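Secreted IL-1B measured by AlphaLISA bead assay after 16 h compound exposure of THP-1 cells; compounds (final up to 57.5 uM) added 1 h before LPS (250 ng/mL) and ATP (1.25 mM) stimulation; lower signal means less secretion.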
D3 antag: D3 dopamine receptor (human) antagonism; max response, negative = inhibition, %; D3R cells, DiscoveRx beta-arrestin luminescence, antagonist mode; stronger effect = lower value; 360,000 tested, 2.5% active; P35462; in the data active = max response below about -50%; inconclusive = no clear call, values can overlap the other calls; also: % is scaled to controls: 0 for no effect and ±100 for the full control effect; mostly tested at two doses, the higher about 12 µM
Target sequence (P35462 whole entry, looked up): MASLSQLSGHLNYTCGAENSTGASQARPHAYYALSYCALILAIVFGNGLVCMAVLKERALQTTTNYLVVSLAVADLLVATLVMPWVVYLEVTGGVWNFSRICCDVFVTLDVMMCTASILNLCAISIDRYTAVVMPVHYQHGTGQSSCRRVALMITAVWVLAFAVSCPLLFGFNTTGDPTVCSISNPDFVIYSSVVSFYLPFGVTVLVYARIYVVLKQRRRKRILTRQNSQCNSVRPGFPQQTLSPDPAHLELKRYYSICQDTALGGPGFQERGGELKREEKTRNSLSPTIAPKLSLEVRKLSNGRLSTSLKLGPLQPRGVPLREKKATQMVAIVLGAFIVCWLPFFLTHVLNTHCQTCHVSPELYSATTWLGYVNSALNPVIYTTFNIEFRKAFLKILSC
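Cells plated overnight at 1500 cells/well, then exposed to library compounds with dopamine controls for 90 minutes at 37 degrees C. DiscoveRx reagent added for 30–60 minutes at room temperature; luminescence read, quantitative HTS format.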
KB-3-1 cytotox: KB-3-1 parental cell cytotoxicity. KB-3-1 viability, CellTiter-Glo ATP luminescence, 72 h. Potency, µM (doses to about 46.1 µM), for the others: at the highest dose activity change, negative = cytotoxic, usual class: cytotoxic. 400,000 tested, 1.4% active. AID 1347075; also: potency is read from the fitted curve at half-maximal effect; % is scaled to controls: 0 for no effect and ±100 for the full control effect; nearly all actives have a fitted effect of over 60% in size
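Viability of parental KB-3-1 cells, measured by CellTiter-Glo luminescence, followed a 72 h incubation at 37 °C with pinned compounds in phenol-red-free DMEM containing 10% FBS.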
GLP1R ag: agonists of human GLP-1 receptor; Potency, µM (series often up to 45.6 µM), for the others: top-dose activation, hits mostly activators; 380,000 tested, 0.007% active; HEK293 GLP-1R CRE-luciferase, luminescence, 4-6 h; cells express a hypersensitive GLP-1R form; P43220; AID 624172; also: potency is read from the fitted curve at half-maximal effect; % of control where 0% means no effect
Target sequence (P43220 whole entry, looked up): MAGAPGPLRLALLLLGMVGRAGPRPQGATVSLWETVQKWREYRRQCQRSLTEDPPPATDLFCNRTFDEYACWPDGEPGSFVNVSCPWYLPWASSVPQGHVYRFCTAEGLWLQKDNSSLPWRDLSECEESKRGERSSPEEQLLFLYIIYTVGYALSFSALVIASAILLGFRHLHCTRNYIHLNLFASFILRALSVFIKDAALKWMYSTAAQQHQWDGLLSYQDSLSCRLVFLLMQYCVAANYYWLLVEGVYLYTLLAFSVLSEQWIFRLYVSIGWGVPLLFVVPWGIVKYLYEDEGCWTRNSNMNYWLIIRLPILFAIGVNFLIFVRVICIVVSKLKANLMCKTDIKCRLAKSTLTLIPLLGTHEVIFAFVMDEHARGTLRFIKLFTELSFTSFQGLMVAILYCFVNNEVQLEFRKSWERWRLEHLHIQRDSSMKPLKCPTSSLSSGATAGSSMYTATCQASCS
D3 ag: D3 dopamine receptor (human) agonism; max activation, %; D3R DiscoveRx beta-arrestin cells, luminescence, 90 min; 410,000 tested, 0.58% active; P35462; in the data active = max activation above about 30%; also: 0% is about no effect; mostly tested at two doses, the higher about 12 µM
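Cells at 1500/well, incubated overnight, then treated with pinned compounds (dopamine as control) for 90 min at 37 degrees C. DiscoveRx reagent added for 30 - 60 minutes at room temperature; luminescence read.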
HT1080 IDH1KD tx: toxicity to HT-1080 IDH1 knockdown cells (counter line); HT-1080 IDH1 knockdown viability, ATP luminescence, 48 h; Potency, µM (highest dose often 46.1 µM), without a hit: at the top dose activity, negative = toxicity, actives largely listed as cytotoxic; 360,000 tested, 2% active;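 also: potency is read from the fitted curve at half-maximal effect; 0% = DMSO wells and -100% = cell-free medium wells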
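Cytotoxicity counter-line: IDH1KD HT-1080, 48 h, CellTiter-Glo. Curves classed by r2, magnitude and activity.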
SW480 rerep: inducers of DNA re-replication in SW480 colon cancer cells; SW480 DNA re-replication, Hoechst DNA content imaging, 48 h; Potency, µM (highest dose often 46.1 µM), without a hit: at the highest dose re-replication activation, most hits filed as activators; 340,000 tested, 1.8% active; AID 624297; also: potency is read from the fitted curve at half-maximal effect; % of control where 0% means no effect; nearly all actives have a fitted effect of over 55% in size
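Compounds, transferred as 23 nL by pin tool, were incubated with cells for 48 hr; DNA content per nucleus was then quantified by Hoechst staining and fluorescence plate imaging.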
KB-V1 cytotox: KB-V1 MDR subline cytotoxicity | Potency, µM (series often up to 46.1 µM), for the others: at the top dose activity change, negative = cytotoxicity, most hits filed as cytotoxic | AID 1347076 | 400,000 tested, 3.4% active | KB-V1 MDR cells viability, CellTiter-Glo, 72 h; also: potency is read from the fitted curve at half-maximal effect; % is scaled to controls: 0 for no effect and ±100 for the full control effect; nearly all actives have a fitted effect of over 60% in size
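Following 72 h at 37 degrees C with compound, KB-V1 cell viability was read by CellTiter-Glo luminescence, medium being phenol-red-free DMEM plus 10% FBS; concentration-response parameters came from normalized, curve-fitted qHTS data.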
* = called active by the depositor; i = inactive; u = inconclusive; x = not tested or not shown; & = joins results of further samples; [ ] = remark or other dose. Unless noted, calls follow the shape of the dose curve; as a rule, active = well fitted curve in the direction sought with a large enough effect; inconclusive = small, poorly fitted or top-dose-only effect, or another doubt; inactive = no such curve, though single readings can be large; an effect the other way counts as inactive or inconclusive.

SMILES	HT1080NT lethal	IL-1B inflam inh	D3 antag	KB-3-1 cytotox	GLP1R ag	D3 ag	HT1080 IDH1KD tx	SW480 rerep	KB-V1 cytotox
O=C(NC(=S)N1CCN(c2ccc([N+](=O)[O-])cc2)CC1)c1ccco1	-13%	-10	6	-11%	-1%	-21	-12%	-9%	3%
COc1ccc(/C=N/NS(=O)(=O)c2ccc(F)cc2)cc1COc1cc(F)ccc1[N+](=O)[O-]	-6%	20	17	0%	11%	16	-16%	-1%	0%
O=C(COc1ccc(Cl)cc1Cl)Nc1cccnc1	17%	u	-16	-8%	8%	-8	4%	37%[1.84 µM]	-5%
Nn1c(SCc2cc([N+](=O)[O-])cc3c2OCOC3)nnc1-c1cccnc1	18%	5	1	-1%	2%	1	16%	-4%	-6%
CN(C(=O)CSc1nnc(Nc2ccccc2)s1)c1c(N)n(Cc2ccccc2)c(=O)[nH]c1=O	10%	1	9	3%	-3%	5	9%	-8%	22%
CCOC(=O)N1CCN(C(=O)CSCC(=O)Nc2nc(-c3ccc(OC)cc3)cs2)CC1	-19%	-13	6	u	13%	-13	-21%	9%	21µM*
O=C(Nc1cccnc1)c1cccc(NC(=O)c2ccco2)c1	5%	-3	-10	-9%	6%	5	6%	-6%	-20%
CNc1c(NS(=O)(=O)c2ccc(OC)cc2)c(=O)oc2ccccc12	24%	-17	9	1%	7%	-5	11%	-5%	-18%
Cc1cc(C)cc(N(CC(=O)NCC2CCCO2)C(=O)CCC(=O)Nc2nccs2)c1 (stereo not given)	2%	-12	26	-6%	4%	7	-6%	u	-4%
COc1ccc(CCNC(=O)c2cc3cccc(OC)c3oc2=O)cc1OC	13%	33	6	2%	7%	5	18%	2%	0%
CCn1ccnc1CNC(=O)C1CCC(=O)N(Cc2cccc(C(F)(F)F)c2)C1 (stereo not given)	6%	2	13	25%	4%	2	7%	-15%	u
CCCCOc1ccc(-c2ncc(C(=O)O)c(C)n2)cc1	7%	19	23	12%	-19%	2	4%	-7%	4%
Cc1nc(NC(=O)c2ccccc2[N+](=O)[O-])sc1C(=O)N(C)C	13%	-5	-23	1%	13%	-4	19%	-2%	20%
COc1ccccc1CNC(=O)CCCCn1c(=O)c2ccccc2n(CC(=O)Nc2c(C)cc(C)cc2C)c1=O	x	x	x	16%	-3%	-9	x	x	u
O=C(NC(=S)Nc1ccccc1)c1csnn1	7%	0	2	15%	-2%	1	16%	14%	2%
CCOC(=O)C(C(=O)N1CCOCC1)C1CCCCC1 (stereo not given)	10%	-13	-13	-1%	0%	-4	9%	1%	u
N#C/C(=C(/O)CSc1n[nH]c(N)n1)c1nc2ccccc2[nH]1	6%	25	2	14%	-3%	5	15%	-10%	-3%
CC(C)CN(CCOc1cccc(N2C(=O)C3=C(CCCC3)C2=O)c1)CC(C)C	5%	-8	-10	5%	2%	-3	11%	-6%	1%
COc1cc2ncnc(NCc3ccc(F)cc3)c2cc1OC	-2%	0	-12	-15%	17%	-6	-9%	0%	-30%
Cc1ccc(-c2nc(CNC(=O)c3ccco3)cs2)cc1	-8%	-21	24	-3%	2%	3	-8%	-1%	-5%
Cc1cccc(CNC(=O)Cn2ccc3cc(S(=O)(=O)N4CCCC4)ccc32)c1	-12%	42	1	13%&7%	-6%	4&1	-19%	-11%	-5%&0%
CC(=O)c1ccc(OCCCC(=O)NC2CCCCC2C)cc1 (stereo not given)	3%	4	-29	-5%	14%	-4	6%	7%	-5%
CC(Oc1ccccc1Cl)c1nnc(N)s1 (stereo not given)	1%	6	7	4%	-1%	3	-2%	-5%	-6%
CC(=O)N1CCc2cc(Br)cc(S(=O)(=O)CCC(=O)N3CCN(c4ccccc4)CC3)c21	x	x	x	2%	-1%	-6	x	x	16%
CC1CCN(c2ncnc3ccccc23)CC1	-12%	-27	14	-6%	-3%	2	-14%	3%	0%
Additional results follow:
SMILES	HT1080NT lethal	IL-1B inflam inh	D3 antag	KB-3-1 cytotox	GLP1R ag	D3 ag	HT1080 IDH1KD tx	SW480 rerep	KB-V1 cytotox
COC(=O)c1cc(NC(=O)c2ccoc2C)cc(C(=O)OC)c1	2%	53	12	3%	-1%	-10	4%	0%	-9%
Cn1cccc1C(=O)NC(=O)COC(=O)c1ccc(S(C)(=O)=O)cc1	0%	0	32	-2%	0%	-10	-1%	3%	11%
CC(=O)N1CCN(c2ncnc3sc(-c4ccccc4)cc23)CC1	0%	-8	4	-15%	9%	4	-10%	-60%[inhibitor]	-23%
O=[N+]([O-])c1ccc(C[n+]2ccc(Cc3ccccc3)cc2)cc1	u	-4	3	u	8%	0	-25%	21%	u
Cc1ccc(CC2CC(=O)N(C(Cc3ccccc3)C(=O)O)C2=O)cc1 (stereo not given)	15%	0	5	12%	-2%	3	0%	-5%	3%
Cc1cccc(-c2oc3ccccc3c2C#CCCO)c1	7%	-26	15	23%	18%	23	16%	0%	18%
CN(C)C(=O)N1CCC(C(=O)N2CCCC(C(=O)c3cccc4ccccc34)C2)CC1 (stereo not given)	-13%	7	10	-10%	3%	5	-6%	-3%	u
COc1ccc(OCC(=O)N/N=C/c2ccsc2)cc1	11%	-13	7	3%	14%	3	0%	-195%[inhibitor]	-9%
Clc1ccc(CSc2nnc(CNc3cccc(Cl)c3)o2)cc1	u	-3	-57*	0%	7%	-21	u	9%	-17%
Cc1cccc(OCC(=O)Nc2ccc3c(c2)OCO3)c1C	11%	4	9	19%	8%	-1	5%	-10%	-13%
CCCCCCOC(=O)Nc1ccc(S(=O)(=O)Nc2cccc([N+](=O)[O-])c2)cc1	-1%	4	-2	-1%	15%	-23	0%	-3%	21µM*
COc1ccc(-c2nc3cccc(C)n3c2NCc2ccco2)cc1OC	-4%	-30	-52*	0%	4%	6	-2%	-2%	0%
O=C(C[n+]1cc(Br)cc2ccccc21)c1ccc(Br)cc1	-14%	-66*	-15	u	1%	-10	-17%	-1%	-12%&-12%
CC(=O)c1ccc(S(=O)(=O)Oc2ccc(-c3ccc(C(=O)O)cc3)cc2)cc1	-1%	26	-10	-29%	6%	3	0%	-3%	u
COc1ccc2[nH]cc(C(=O)CN3CCCC(C)(C)C3)c2c1	-4%	-1	-7	8%	-3%	-3	3%	-6%	-9%
CCOC(=O)c1cc(-c2ccc(N3C(c4ccsc4)=Cc4ccccc4C3CC(C)=O)cc2)cc([N+](=O)[O-])c1 (stereo not given)	15%	54	-3	-1%	-4%	3	9%	x	-12%
O=C1/C(=C/c2ccccc2)CSc2sccc21	-8%	1	-14	-4%	7%	-5	-3%	3%	-29%
CCCCOC(=O)c1ccc(OC(=O)c2cccnc2)cc1	0%	28	3	21%	-4%	2	3%	-3%	13%
COCc1nnc(SCC(=O)NCc2ccccc2)n1-c1ccccc1	17%	-6	2	11%	2%	-7	10%	-4%	2%
CCOC(=O)C1=C(C)NC(=S)NC1c1ccc(OC(=O)c2ccco2)cc1 (stereo not given)	5%	12	12	-4%	-3%	6	2%	-12%	-2%
CCc1ccc(CN2CCC(Oc3ccc(C(=O)NCc4ccccn4)cc3)CC2)o1	-9%	5	-20	-15%	-4%	-18	0%	u	2%
CCOc1ccc(CN(C)C(=O)c2cccnc2OCC)cc1OC	6%	1	4	-5%	13%	5	11%	-8%	0%
CCCn1c(N)c(C(=O)CSc2nnc(-c3ccco3)n2Cc2ccccc2)c(=O)[nH]c1=O	-8%	0	30	u	2%	2	-4%	-1%	1%
Cc1ccc(/C=N/NC(=O)COc2ccccc2-c2ccccc2)cc1	u	0	25	u	20%	6	u	x	1µM*
N#Cc1ccc(C(=O)NNC(=O)c2ccncc2)cc1	-9%	3	-18	-4%	-1%	-2	-2%	u	8%

Three entries out of the list, arranged by molecular weight, lowest first:
SMILES	HT1080NT lethal	IL-1B inflam inh	D3 antag	KB-3-1 cytotox	GLP1R ag	D3 ag	HT1080 IDH1KD tx	SW480 rerep	KB-V1 cytotox
CC(=O)N1CCN(c2ncnc3sc(-c4ccccc4)cc23)CC1	0%	-8	4	-15%	9%	4	-10%	-60%[inhibitor]	-23%
CCOc1ccc(CN(C)C(=O)c2cccnc2OCC)cc1OC	6%	1	4	-5%	13%	5	11%	-8%	0%
CCc1ccc(CN2CCC(Oc3ccc(C(=O)NCc4ccccn4)cc3)CC2)o1	-9%	5	-20	-15%	-4%	-18	0%	u	2%

Other results follow:
SMILES	HT1080NT lethal	IL-1B inflam inh	D3 antag	KB-3-1 cytotox	GLP1R ag	D3 ag	HT1080 IDH1KD tx	SW480 rerep	KB-V1 cytotox
COc1cccc(-c2nnc3sc(-c4ccccc4)nn23)c1	-2%	-24	11	1%	0%	-1	-11%	-6%	-16%
CCN(CC)S(=O)(=O)c1ccc(C(=O)N2CCN(C3=NS(=O)(=O)c4ccccc43)CC2)cc1	0%	0	0	13%	-4%	-3	4%	-5%	2%
Cc1[nH]c2c(C)cccc2c1CN1CCC(CO)(Cc2ccccc2)CC1	u	-13	4	-10%	-3%	-10	u	-15%	-12%
COc1ccc(Nc2nc(C)cc(C)c2C#N)cc1OC	0%	-9	2	-11%	-3%	1	2%	1%	-2%
CN(CC(=O)Nc1ccc(F)cc1Cl)Cc1cccs1	-16%	10	-24	12%	26%	-6	-14%	20%	-8%
COc1ccc(CCN2CCCC(CN(C)Cc3cc(Cl)c(O)c(OC)c3)C2)cc1 (stereo not given)	-23%	-11	0	0%	7%	-3	-19%	-5%	5%
COC(=O)c1sc2ccccc2c1NC(=O)c1cccs1	4%	-1	5	-3%	9%	-1	6%[9.24 µM]	-2%	6%
O=C(Cc1ccccc1)Nc1ccc(C(=O)Nc2ccc(O)cc2)cc1	-1%	i	14	-16%	0%	0	u	15%	10%
CCOC(=O)/C(C#N)=C1\C(=O)N(Cc2ccccc2)c2ccccc21	-8%	-5	-9	17%	12%	-9	-2%	u	-4%
Nc1cc(Cl)ccc1C(=O)OCC(=O)NCc1cccs1	-3%	-85*	0	2%	15%	1	0%	-4%	13%
COc1ccc(NC(=O)CNC(=O)c2ccc([N+](=O)[O-])cc2)cc1	6%	16	2	7%	2%	8	6%	-11%	7%
